TPT1 inh: inhibitors of Candida albicans tRNA 2'-phosphotransferase TPT1; inhibition, % at 5 µM; AID 1962; recombinant caTPT1, FP RNA substrate dephosphorylation; 0.81% of 300,000 active;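 active = inhibition above the mean of all tested compounds plus 3 SD, set per screening campaign, cut at about 24% in these data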;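 note: plate controls were DMSO alone for no effect and ferristatin control at 100 nM for full effect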
BCLXL inh: Bcl-xL (human) inhibition; Q07817; GST-Bcl-xL / FITC-Bim BH3 peptide fluorescence polarization; inhibition, % at 10.9 µM; 0.7% of 320,000 active; AID 2129;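 active = inhibition above the mean of all tested compounds plus 3 SD, cutoff set per campaign, cut at about 30% in these data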;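 note: 0% = DMSO wells and 100% = unlabeled Bim-BH3 peptide competitor; inhibitors lower millipolarization by displacing the labeled peptide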
MEX-5 binding: C. elegans MEX-5 TCR-2 RNA binding activity | AID 1832 | MEX-5/FITC-TCR2 RNA binding, fluorescence polarization; hits give low values | activity score (negative = inhibition of binding), % at 10 µM | 0.38% of 300,000 active;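 active = inhibition past about -25% in most replicates, and total fluorescence under double the plate's negative control median, limit read from the data; inconclusive = replicates evenly split on the limit, or fluorescence at least double controls; inactive = too little inhibition in most replicates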;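 note: 0% = DMSO and -100% = 5 µM competing unlabeled TCR2 RNA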
Target sequence (Q9XUB2 whole entry, looked up): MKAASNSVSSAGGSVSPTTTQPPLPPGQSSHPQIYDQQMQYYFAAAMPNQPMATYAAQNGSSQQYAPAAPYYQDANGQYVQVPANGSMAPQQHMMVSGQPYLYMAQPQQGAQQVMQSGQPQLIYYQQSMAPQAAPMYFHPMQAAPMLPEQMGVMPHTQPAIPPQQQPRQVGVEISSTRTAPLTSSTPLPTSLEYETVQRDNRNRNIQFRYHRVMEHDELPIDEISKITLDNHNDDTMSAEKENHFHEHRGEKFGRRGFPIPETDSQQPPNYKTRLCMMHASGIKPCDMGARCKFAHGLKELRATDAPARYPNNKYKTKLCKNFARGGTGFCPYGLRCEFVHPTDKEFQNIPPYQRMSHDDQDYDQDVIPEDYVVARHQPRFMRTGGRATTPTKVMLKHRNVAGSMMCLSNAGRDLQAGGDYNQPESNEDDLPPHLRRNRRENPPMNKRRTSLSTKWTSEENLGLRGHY
PME-1 inh: blocks human protein phosphatase methylesterase 1 | recombinant PME-1, FP-Rh probe fluorescence polarization | inhibition, % at 5.9 µM | 0.53% of 320,000 active;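 active = inhibition above the campaign mean of all compounds plus 3 SD, cut at about 26% in these data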;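 note: competitive labeling of PME-1 active site by serine hydrolase directed probe; 0% = PME-1 with DMSO and 100% = wells lacking PME-1 enzyme; inhibitors block probe labeling so polarization falls and inhibition rises; many of its hits are not listed in these tables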
GSTO1 counter: counter-screen for RBBP9 inhibitors: inhibitors of human GSTO1. inhibition, % at 5.96 µM. P78417. 1.1% of 300,000 active. recombinant GSTO1, activity-based probe fluorescence polarization;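 active = inhibition above the campaign mean inhibition plus 3 SD, cut at about 35% in these data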;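 note: 0% = GSTO1-1 with DMSO and 100% = wells lacking GSTO1-1 enzyme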
MCL1 BIM primary: inhibitors of human MCL1 binding to BIM-BH3 peptide; Q07820; GST-MCL1 / FITC-Bim-BH3 fluorescence polarization; 0.68% of 320,000 active; AID 2057; inhibition, % at 10.9 µM;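 active = inhibition above the mean inhibition of all tested compounds plus 3 SD, set per campaign, cut at about 40% in these data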;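 note: 0% = DMSO wells and 100% = unlabeled Bim-BH3 peptide control; higher means more loss of mP so more displacement of Bim peptide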
PAD4 inh: blocks human protein arginine deiminase 4. recombinant PAD4, RCA probe fluorescence polarization. inhibition, % at 6.36 µM. 0.41% of 330,000 active;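 active = percent inhibition above a cutoff equal to the mean of all tested compounds plus 3 SD, cut at about 15% in these data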;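 note: 0% = PAD4 with RCA probe and DMSO and 100% = probe without PAD4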
GLD-1 TGE inh: GLD-1-TGE RNA interaction inhibition (C. elegans); Q17339; purified GLD-1 + fluorescein TGE RNA, fluorescence polarization; inhibition, % at 5.96 µM; 0.44% of 320,000 active;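 active = percent inhibition above a per-plate cutoff, the plate mean of test compounds plus 3 SD, cut at about 30% in these data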;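 note: 0% = DMSO wells with GLD-1 and probe and 100% = wells lacking GLD-1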
Target sequence (Q17339 whole entry, looked up): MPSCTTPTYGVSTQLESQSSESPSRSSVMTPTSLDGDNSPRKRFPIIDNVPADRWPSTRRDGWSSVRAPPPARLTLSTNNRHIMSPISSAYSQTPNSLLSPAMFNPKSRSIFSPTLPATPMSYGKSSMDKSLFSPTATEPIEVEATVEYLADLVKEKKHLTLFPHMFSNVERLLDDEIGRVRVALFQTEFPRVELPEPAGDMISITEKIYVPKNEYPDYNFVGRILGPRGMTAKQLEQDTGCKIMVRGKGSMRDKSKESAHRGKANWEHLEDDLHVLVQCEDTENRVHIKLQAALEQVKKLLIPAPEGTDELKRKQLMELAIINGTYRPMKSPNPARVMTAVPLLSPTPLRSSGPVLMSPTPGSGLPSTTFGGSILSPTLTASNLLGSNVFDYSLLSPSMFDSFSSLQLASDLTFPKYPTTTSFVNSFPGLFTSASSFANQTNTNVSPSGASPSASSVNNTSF
Fam108B inh: blocks mouse Fam108B hydrolase in RBBP9 counter-screen; recombinant Fam108B, FP-Rh probe fluorescence polarization; 0.33% of 300,000 active; inhibition, % at 9.51 µM;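 active = inhibition above the screen mean inhibition plus 3 SD, computed separately per campaign, cut at about 18% in these data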;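 note: inhibitors lower polarization as less probe binds the enzyme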
* = called active by the depositor; ? = inconclusive; nt = no result given. Some of the compounds tested (hit frequency here may not be typical).

compound	TPT1 inh	BCLXL inh	MEX-5 binding	PME-1 inh	GSTO1 counter	MCL1 BIM primary	PAD4 inh	GLD-1 TGE inh	Fam108B inh
CC/C(=N\Nc1ccccc1)c1c(O)n(-c2ccccc2)c(=O)[nH]c1=O	6	4	nt	0	-2	2	-5	-1	-4
CN1CCC(O)(c2ccccc2)C(C(=O)c2ccccc2)C1 (stereo unspecified)	-5	6	-1.3	-7	-1	4	1	8	2
CCC(=O)N1CC(=O)Nc2ccc(Cl)cc2C1c1ccc(F)cc1 (stereo unspecified)	-5	1	0.2	-6	1	0	2	4	0
CC1(C)C[C@H]2C=C(C=O)[C@]3(C=O)C[C@]3(C)[C@H]2C1	-1	0	2.4	-5	-21	2	-2	4	-1
O=c1[nH]c(=S)n(-c2ccccc2)c(O)c1/C=N/N1CCCCC1c1cccnc1 (stereo unspecified)	30*	-14	3.6	-29	-44	-21	-3	-42	-23
COc1ccc(NC(=O)N2C[C@@H]3C[C@@H](C2)c2cccc(=O)n2C3)c(OC)c1	-3	0	-3.2	-1	-2	-5	3	10	-1
O=c1[nH]c(=O)n(Cc2ccco2)c(O)c1C=NCc1ccc2c(c1)OCO2	1	-11	-2.6	0	0	-6	-1	-1	0
CCOC(=O)C(O)(c1ccc(NC(=O)NC2CCCCC2)cc1)C(F)(F)F (stereo unspecified)	0	0	1.4	-4	-1	-2	4	4	-2
COC(=O)C1=C(c2ccc3ccccc3c2)C[C@@H]2CC[C@H]1N2C(=O)NC(C)C	nt	-5	nt	0	nt	2	-3	-3	nt
COC(=O)C1=C(c2ccc(-c3ccccc3)c(F)c2)C[C@@H]2CC[C@H]1N2C(=O)NC1CC1	nt	4	nt	0	nt	9	2	1	nt
COc1cccc2cc(-c3cc(=O)oc4ccc(OC(=O)N(C)C)cc34)oc12	-1	4	1.1	-4	0	2	-6	0	-5
O=P1(NCc2ccco2)COc2ccccc2OC1	2	5	0.5	-4	0	0	-1	1	-3
O=C1NC(=O)C(=Cc2ccc(-c3ccc(Cl)cc3)o2)C(=O)N1	1	1	0.4	4	14	-3	-1	2	-5
Cc1cc(NC(=O)CCl)on1	0	10	-3.2	4	73*	7	2	0	0
CC[C@H]1CN(C)CCc2c([nH]c3ccccc23)C(=O)C[C@@H]1/C(=C\OC)C(=O)OC	-4	8	-8.1	1	0	-2	2	7	2
CCCCn1c(O)c(C(C)=NCCN2CCOCC2)c(=O)[nH]c1=O	0	8	-0.1	2	4	6	-6	0	0
CCOP(=O)(OCC)C(c1ccccc1)N(C)C=O (stereo unspecified)	-5	-1	2.1	-1	3	1	2	1	3
O=C1CN=C(c2ccccc2Cl)c2cc(Br)ccc2N1	-3	3	-0.1	0	3	2	0	3	5
CCN(CCNc1ccc([N+](=O)[O-])c2cccnc12)S(=O)(=O)c1ccccc1	1	6	-1.8	4	8	8	1	-5	-3
CCOP(=O)(OCC)C1(O)C(=O)Nc2ccc(Br)cc21 (stereo unspecified)	-2	1	-0.9	-2	2	-3	-3	0	2
c1ccc2c(CCNCc3ccc4c(c3)OCO4)c[nH]c2c1	2	-2	0.1	2	-3	-5	-6	-4	-2
O=C(c1cccc(Cl)c1)C1CCCN(Cc2ccon2)C1 (stereo unspecified)	2	6	0.3	-4	0	6	0	-3	-1
COc1cccc(C2(O)CCSCC2CN(C)C)c1 (stereo unspecified)	1	2	0.1	-6	-1	4	-2	3	3
Cc1ccccc1-n1c(/C=C/c2ccccn2)nc2ccccc2c1=O	0	3	-1.2	3	-2	2	-1	0	3
COc1ccc(C(=O)OC2CC3CCC(C2)[N+]3(C)[O-])cc1OC (stereo unspecified)	3	1	-0.3	1	5	2	-5	-1	-3

Filtered by structure: the entries above with sulfur (three)
compound	TPT1 inh	BCLXL inh	MEX-5 binding	PME-1 inh	GSTO1 counter	MCL1 BIM primary	PAD4 inh	GLD-1 TGE inh	Fam108B inh
O=c1[nH]c(=S)n(-c2ccccc2)c(O)c1/C=N/N1CCCCC1c1cccnc1 (stereo unspecified)	30*	-14	3.6	-29	-44	-21	-3	-42	-23
CCN(CCNc1ccc([N+](=O)[O-])c2cccnc12)S(=O)(=O)c1ccccc1	1	6	-1.8	4	8	8	1	-5	-3
COc1cccc(C2(O)CCSCC2CN(C)C)c1 (stereo unspecified)	1	2	0.1	-6	-1	4	-2	3	3

Single records, from the list above:
Entry for `CCC(=O)N1CC(=O)Nc2ccc(Cl)cc2C1c1ccc(F)cc1` (stereo unspecified) → TPT1 inh: -5; BCLXL inh: 1; MEX-5 binding: 0.2; PME-1 inh: -6; GSTO1 counter: 1; MCL1 BIM primary: 0; PAD4 inh: 2; GLD-1 TGE inh: 4; Fam108B inh: 0
Entry for `CCOP(=O)(OCC)C(c1ccccc1)N(C)C=O` (stereo unspecified) → TPT1 inh: -5; BCLXL inh: -1; MEX-5 binding: 2.1; PME-1 inh: -1; GSTO1 counter: 3; MCL1 BIM primary: 1; PAD4 inh: 2; GLD-1 TGE inh: 1; Fam108B inh: 3

(cont.)
compound	TPT1 inh	BCLXL inh	MEX-5 binding	PME-1 inh	GSTO1 counter	MCL1 BIM primary	PAD4 inh	GLD-1 TGE inh	Fam108B inh
O=c1[nH]c(=S)n(CCC2=CCCCC2)c(O)c1C=NC1CCN(Cc2ccccc2)CC1	7	1	-3.7	-12	-8	3	-3	7	-3
CC(=O)O[C@]1(c2ccccc2)CCN(C)[C@H]2CCCC[C@@H]21	0	0	2.1	-3	0	-1	-1	0	1
CN1CCN(CC(=O)Nc2ccc([N+](=O)[O-])cc2C(=O)c2ccccc2)CC1	2	0	-1.1	1	3	1	2	1	-1
COc1ccc(C(CNC(=O)Cc2ccc(Cl)c(Cl)c2)N(C)C)cc1 (stereo unspecified)	1	-8	-2.3	-11	8	-11	-6	-1	-1
CCCCSC1=NN1c1nc(N)nc(C)c1CC	1	2	0.4	5	-3	-2	4	8	4
CSc1nnc([C@@H](N)Cc2c[nH]c3ccccc23)o1	1	1	-0.7	-3	-2	4	0	2	-1
COc1cc(OC)c(OC)cc1CNC(C)C(O)c1ccccc1 (stereo unspecified)	3	1	0.2	4	-6	3	-2	-5	3
COC(=O)C1=C(c2ccccc2)C[C@@H]2CC[C@H]1N2C(=O)N1CCCCC1	-1	-1	2.0	4	5	-3	2	0	-6
c1ccc2c(c1)Sc1ccccc1N2CC1CN2CCC1CC2 (stereo unspecified)	-4	13	-2.3	5	-5	22	-5	3	5
COC(=O)C1=C(c2cccc(OCc3ccccc3)c2)C[C@@H]2CC[C@H]1N2C(=O)NCc1ccc(OC)cc1	nt	3	nt	-3	nt	10	1	0	nt
Fc1ccc(CNCCc2ccccc2)cc1	5	-1	1.6	-1	3	-5	-3	4	1
CC(=O)Nc1ccccc1C(=O)OCC(=O)Nc1ncccn1	3	0	0.2	-8	8	-7	-5	3	-1
CCCCn1c(O)c(/C=C/C=Nc2ccccc2)c(=O)[nH]c1=O	141*	-85	31	3	-2	-195	-2	-115	9
Cc1ccc(OCC(=O)NCCN2CCN(C(=O)COc3ccc(C)cc3)CC2)cc1	-1	-1	-1.1	4	2	-1	-2	-9	2
O=C1C2CCN(CC2)C1Cc1ccc(OCc2ccccc2)cc1 (stereo unspecified)	-1	4	-0.9	0	6	-1	6	6	-4
CN1CCN(C(=O)COc2ccc(Oc3ccccc3)cc2)CC1	-2	8	-1.9	0	-4	9	1	7	1
COc1ccccc1N1CCN(Cc2ccc(Cl)cc2Cl)CC1	4	-1	-1.6	2	-6	-2	2	-1	-6
COc1ccccc1OCCCn1cc(C=O)c2ccccc21	0	-3	-2.6	-6	5	-6	-3	9	-2
CC(O)(CS(=O)(=O)c1cccc(C(F)(F)F)c1)C(=O)Nc1cccc(C(F)(F)F)c1 (stereo unspecified)	3	3	-4.4	-4	10	1	3	4	3
CC(=O)Nc1ccc(OC(=O)N(C)c2ccc(C)cc2)cc1	-1	6	-0.3	-4	1	-4	2	2	2
CCC(C)c1ccc(N2C(=O)NC(=O)/C(=C/c3cccn3CCOc3ccc(C)cc3)C2=O)cc1 (stereo unspecified)	-8	80*	-16	-13	1	113*	-23	-15	2
COC(=O)C1=C(c2cccc(OCc3ccccc3)c2)C[C@@H]2CC[C@H]1N2C(=O)NCc1ccccc1C(F)(F)F	nt	-3	nt	-7	nt	2	-3	-5	nt
C[N+](C)(C)CC(=O)Nc1ccc(Cl)cc1C(=O)c1ccccc1	1	4	0.7	-7	4	3	-2	6	-1
C/C=C(\C)C(=O)N[C@@H](c1ccccc1)[C@@H](O)C(=O)O[C@H]1C[C@@]2(O)[C@@H](OC(=O)c3ccccc3)C3[C@](C)(C(=O)[C@H](OC(C)=O)C(=C1C)C2(C)C)[C@H](O)C[C@H]1OC[C@@]31OC(C)=O (stereo partly specified)	-4	5	0.8	-2	10	8	0	3	5
Cc1ccc(NC(=O)CN2C(=O)CN=C(c3ccccc3)c3cc(Cl)ccc32)cc1	1	4	3.6	-1	-5	-2	0	-1	0
CCC1(CC)C(=O)N(Cc2ccccc2)C(=O)N(Cc2ccccc2)C1=O	0	1	3.0	-1	9	-6	-5	-3	-11
COc1ccc2[nH]c3c(c2c1)CCNC3	1	-1	nt	8	0	1	-6	28	2
Cc1cccc(N=Nc2ccc(N(C)C)cc2)c1	1	-3	0.3	4	-4	3	-5	0	5
C[C@]12CC[C@@H](O)C[C@@H]1CC[C@@H]1[C@@H]2CC[C@]2(C)[C@@H](O)CC[C@@H]12	-4	6	0.5	-17	3	2	1	1	1
CC(C)OP(=O)(OC(C)C)C(O)c1cccnc1 (stereo unspecified)	0	7	2.9	-4	1	4	-2	-4	4
Cc1nn(Cc2ccccc2)c(Cl)c1C(=O)OCC(=O)NCC1CCCO1 (stereo unspecified)	0	-11	2.0	5	-1	-8	3	-7	-1
Cc1cc(/C=C2\C(=O)NC(=O)N(c3ccc(Br)cc3)C2=O)c(C)n1C	16	6	?	-10	5	0	-12	-1	-6
O=C(c1sc2ccccc2c1Cl)N1CCC2(CC1)OCCO2	0	-6	1.0	13	3	-4	-3	-2	0
CCCCc1nc2ccccc2c(=O)n1-c1ccccc1O	-1	-2	0.9	6	7	-8	-5	-5	-2
C/C(=N\NC(N)=O)c1c(O)n(C)c(=O)n(C)c1=O	-1	-1	-1.1	1	4	1	-2	6	-2
CC1CCC(C(=O)NC(C(=O)N2CCC3(CC2)OCCO3)C(C)C)CC1 (stereo unspecified)	1	5	0.5	-4	-5	-4	-6	3	1

Bioassay records deposited in PubChem BioAssay by several laboratories.
